# hIAP inh: blocks human intestinal alkaline phosphatase. P09923. purified IAP, CDP-Star luminescence, 30 min. AID 2544. inhibition, % at 10 µM. 0.12% of 330,000 active;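 active = inhibition reaching a set limit with compound at 10 µM in the primary screen, cut at about 35% in these data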;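 also: plate controls were DMSO wells with enzyme for no effect and no-enzyme buffer wells for full effect; values of inactives mirror those of a sister screen read the other way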
# Target sequence (P09923 whole entry, looked up): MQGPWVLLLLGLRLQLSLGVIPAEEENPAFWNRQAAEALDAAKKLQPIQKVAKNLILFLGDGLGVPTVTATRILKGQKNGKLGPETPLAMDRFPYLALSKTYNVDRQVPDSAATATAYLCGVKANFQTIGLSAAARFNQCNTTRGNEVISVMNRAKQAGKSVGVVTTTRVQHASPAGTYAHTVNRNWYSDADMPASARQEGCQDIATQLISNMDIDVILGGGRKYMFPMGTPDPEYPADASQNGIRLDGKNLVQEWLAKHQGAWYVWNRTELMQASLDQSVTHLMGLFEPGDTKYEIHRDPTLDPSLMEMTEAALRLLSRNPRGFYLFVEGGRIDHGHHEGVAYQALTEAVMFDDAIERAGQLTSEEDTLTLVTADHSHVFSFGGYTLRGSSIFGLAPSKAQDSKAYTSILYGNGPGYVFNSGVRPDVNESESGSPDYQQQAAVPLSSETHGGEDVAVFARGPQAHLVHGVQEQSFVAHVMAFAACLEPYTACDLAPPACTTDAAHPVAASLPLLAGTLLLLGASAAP
# NLRP3 yeast inh: inhibitors of NALP3 inflammasome in yeast | 0.39% of 330,000 active | inhibition, % at 10 µM | Yeast reconstituted NLRP3/ASC/caspase-1, beta-gal luminescence, 24 h;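 active = inhibition of 50% or more; inactive = inhibition below 50%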;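 also: plate controls were induced DMSO wells for no effect and uninduced yeast grown without galactose for full effect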
# mIAP act: increases mouse intestinal alkaline phosphatase activity | muIAP, CDP-Star luminescence, 30 min; stronger effect = higher value; 1 = vehicle-only enzyme signal, 0 = enzyme-free wells | activation factor at 10 µM | 0.24% of 330,000 active | AID 2805;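 active = activation factor of at least 2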; also: the source names both 10 and 20 µM as test concentration; values of inactives mirror those of a sister screen read the other way
#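 System: Mouse IAP enzyme | Also added: CDP-Star substrate | Dosing: Compounds dispensed in DMSO | Schedule: 30 min enzyme-substrate-compound incubation at room temperature | Technique: Chemiluminescence readout | Control set: DMSO-only wells and no-enzyme negative control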
# APOBEC3G inh: blocks human APOBEC3G single-stranded DNA deamination; recombinant A3G, ssDNA deamination FAM/TAMRA fluorescence; inhibition, % at 20 µM; 0.28% of 330,000 active; Q9HC16;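 active = inhibition of at least 40% at 20 µM, with no more than 30% in the related APOBEC3A deaminase screen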;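 also: plate controls were DMSO wells with A3G for no effect and wells lacking A3G enzyme for full effect; some compounds called inactive have numbers as strong as hits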
# Target sequence (Q9HC16 whole entry, looked up): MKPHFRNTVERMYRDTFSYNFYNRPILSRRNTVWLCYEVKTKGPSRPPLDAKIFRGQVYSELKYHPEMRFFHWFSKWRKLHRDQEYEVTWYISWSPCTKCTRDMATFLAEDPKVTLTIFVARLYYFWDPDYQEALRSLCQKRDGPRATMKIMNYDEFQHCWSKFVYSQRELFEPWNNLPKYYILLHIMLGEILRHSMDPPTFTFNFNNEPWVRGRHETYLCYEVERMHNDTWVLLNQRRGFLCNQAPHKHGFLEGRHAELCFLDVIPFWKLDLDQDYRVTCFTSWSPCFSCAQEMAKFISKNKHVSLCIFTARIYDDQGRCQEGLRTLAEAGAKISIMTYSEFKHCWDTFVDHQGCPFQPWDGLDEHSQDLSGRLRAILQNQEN
# TIM10 inh: TIM10 yeast growth inhibition; inhibition, % at 10 µM; S. cerevisiae TIM10 strain growth, BacTiter-Glo luminescence, 24 h; AID 463195; 1.4% of 330,000 active;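 active = inhibition of 40% or more at the single tested concentration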;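 also: wild-type TIM10 isogenic control strain grown at permissive 25 °C; 0% = DMSO yeast wells and 100% = minimal medium wells without yeast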
# mIAP inh: blocks mouse intestinal alkaline phosphatase; purified mouse IAP, CDP-Star luminescence, 30 min; inhibition, % at 10 µM; 0.2% of 330,000 active;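 active = inhibition of at least 40% at 10 µM in the primary screen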;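 also: plate controls were DMSO with enzyme for no effect and no enzyme wells for full effect; values of inactives mirror those of a sister screen read the other way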
# beta cell repl: MIN6 beta-cell proliferation induction | MIN6 cells proliferation, ATPlite luminescence, 48 h; cells starved in 0.2% serum; 100% = growth in 10% serum | proliferation, % at 10 µM | 0.29% of 330,000 active | AID 2380;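 active = compounds whose signal lies at least 3.5 SD above the mean of all wells on their plate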;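 also: 0% = DMSO-treated cells in low-serum medium and 100% = 10% serum control; some compounds called inactive have numbers as strong as hits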
# APOBEC3A inh: human APOBEC3A DNA deaminase inhibition | P31941 | recombinant A3A, FAM/TAMRA ssDNA deamination fluorescence | inhibition, % at 20 µM | 0.41% of 330,000 active | AID 493011;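 active = at least 40% inhibition at 20 µM here, with at most 30% in a related deaminase screen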;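 also: plate controls were A3A with DMSO for no effect and wells lacking A3A enzyme for full effect; some results filed as inactive read as strong as hits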
# tim10-1 inh: growth inhibitors of tim10-1 mutant yeast. 2.2% of 330,000 active. inhibition, % at 20 µM. S. cerevisiae tim10-1 ts strain growth, BacTiter-Glo, 24 h;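 active = inhibition of at least 40%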;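 also: mutant grown at 25 °C; 0% = DMSO wells with yeast and 100% = wells holding no yeast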
# The depositor's hits bear a star.
SMILES,hIAP inh,NLRP3 yeast inh,mIAP act,APOBEC3G inh,TIM10 inh,mIAP inh,beta cell repl,APOBEC3A inh,tim10-1 inh
CC1=NN(C(N)=S)C(=O)C1N=Nc1ccc(Cl)cc1 (stereo not given),2.1,40.8,0.896,-6.2,-18.7,10.4,-1.5,-8.4,-6.5
Cc1cc(C(F)(F)F)c(C#N)c(SCC(=O)Nc2nc3ccccc3s2)n1,1.7,21.2,0.907,-7.4,15.1,9.3,0.0,-3.2,3.2
COc1ccccc1C(=O)NC(=O)COc1cc(Cl)ccc1Cl,-22.8,21.1,1.03,-5.0,8.5,-2.9,-1.1,-3.1,20.7
CCOc1ccccc1C(=O)Nc1ccc(S(=O)(=O)Nc2nccc(C)n2)cc1,-4.5,7.1,0.95,-4.9,1.4,5.0,0.8,-1.2,-2.3
C=CCNC(=O)c1ccccc1SCc1c(C)noc1C,-11.9,-3.7,1,-7.7,5.5,-0.4,0.5,-2.6,18.0
Cc1nn(-c2ccccc2)c(C)c1C(=O)Nc1nnc(-c2ccco2)o1,-30.0,5.3,1.05,-4.0,13.5,-5.3,-3.5,-0.7,20.5
COC(=O)c1c(-c2cccs2)csc1NC(=O)CSc1ncnc2sc(C)c(C)c12,-9.1,10.8,0.989,-6.2,-6.0,1.1,-4.2,-1.0,17.6
CC1=C(C(=O)OC(C)C)C(c2cccc(F)c2)n2ncnc2N1 (stereo not given),1.9,16.3,0.946,-0.1,-6.8,5.4,-1.7,1.0,2.8
CCNC(=S)N(CCc1ccc(S(N)(=O)=O)cc1)C1CC(=O)N(c2ccccc2)C1=O (stereo not given),-0.9,8.8,1.08,-3.0,0.7,-8.4,-1.0,0.5,13.5
COc1cccc(C(=O)NCC(=O)OCC(=O)C(C)(C)C)c1,7.0,4.2,0.924,-4.8,1.0,7.6,-0.8,-3.0,11.3
COc1ccc2oc(C(=O)OCC(=O)N(CCC#N)c3ccccc3)c(C)c2c1,-22.6,11.7,0.897,-6.9,16.3,10.3,-1.3,1.3,21.7
Cc1ccc(SC(C)C(=O)Nc2c(C)n(C)n(-c3ccccc3)c2=O)cc1 (stereo not given),14.1,18.5,0.973,0.9,-2.4,2.7,0.0,0.2,4.4
CCn1nc(C)cc1C(=O)N1CCCC(N2CCN(Cc3ccc4c(c3)OCO4)CC2)C1 (stereo not given),2.4,0.8,0.944,-4.2,-12.1,5.6,-1.4,-5.8,13.5
Cc1ccc(CNC(=O)Cn2ccc3cc(S(=O)(=O)N4CCCCCC4)ccc32)cc1,-36.9,-11.2,1.49,-6.2,-0.9,-49.1,-4.5,-4.8,7.4
O=C(CCS(=O)(=O)c1cccs1)Nc1ccc(C(=O)NCc2cccs2)cc1,15.9,12.2,0.922,-1.5,4.0,7.8,-0.7,1.4,-0.8
c1cc(N2CCCC2)ccc1C(c1nnnn1C1CCCCC1)N1CCOCC1 (stereo not given),-10.4,4.9,0.884,4.3,11.1,11.6,-2.0,0.5,23.5
COc1ccc(Br)cc1S(=O)(=O)NCc1ccccn1,16.1,5.5,0.955,-6.9,-13.8,4.5,0.1,-3.1,-3.7
C=CCn1c(C)nc2c(cnn2-c2ccccc2)c1=O,-11.0,22.8,0.957,7.8,-0.4,4.3,-0.6,-6.2,14.4
O=C(OCC(=O)N1CCCCC1)c1cccc(NS(=O)(=O)c2ccccc2)c1,8.2,9.6,0.99,-8.7,-5.4,1.0,1.0,0.9,-32.4
CCc1ccc(C(=O)N2CCCN(C)CC2)s1,-18.5,15.0,0.964,-6.3,-5.2,3.6,-2.2,-2.5,-9.6
NNC(=O)C1=NOC2COC3(CCN(c4ncccn4)CC3)OCC12 (stereo not given),-2.2,-2.8,0.941,2.8,-7.3,5.9,0.2,1.0,1.9
CCOC(=O)c1ccccc1NC(=O)/C=C/C(=O)O,8.2,3.4,0.906,-6.1,0.7,9.4,-4.2,-2.0,-5.1
CCCNc1nc(N)nc(-c2cc(Cl)ccc2OC)n1,-26.6,14.9,1.06,-5.9,-0.6,-6.4,-0.2,-2.5,11.7
Cc1ccc(-n2ncc3c(=O)n(CC(=O)NC4CCCCC4)cnc32)cc1C,-5.0,6.7,0.995,-4.3,-2.9,0.5,-1.8,-0.9,6.4
Cc1cc(C(=O)COC(=O)CC(NC(N)=O)c2ccc(Cl)cc2)c(C)n1C (stereo not given),14.9,9.9,1.01,1.4,5.0,-0.6,2.3,2.5,-8.6
CC(=O)c1c(O)cc2n(c1=O)-c1ccc(Cl)cc1C2(C)C,-1.9,7.9,0.98,-7.2,7.9,2.0,-4.8,-1.1,-17.2
c1ccc(Cn2nnc(-c3ccccc3)n2)cc1,5.7,15.6,1.09,-1.3,-1.3,-8.9,-1.8,2.4,16.5
O=C(CCC(=O)N1CCN(c2ccc(O)cc2)CC1)c1ccc(Br)cc1,-4.6,8.6,0.956,12.2,-13.0,4.4,-4.7,-2.5,1.4
C=CCN1C(=O)/C(=C\c2ccc(C)cc2)N=C1SCC(=O)NCCC,-6.6,10.2,1.02,-0.3,-1.6,-2.3,0.7,1.5,-3.3
Cc1cc2cc(C(c3nnnn3Cc3ccccc3)N3CCc4ccccc43)c(=O)[nH]c2cc1C (stereo not given),-5.6,7.8,0.809,1.0,2.0,19.1,-0.3,0.3,27.1
CCOc1ccc(CCNc2ccc3nnc(-c4ccccc4)n3n2)cc1OCC,11.2,15.4,1.04,-8.0,5.2,-4.0,-5.3,-2.6,8.5
CCOc1ccccc1NC(=O)c1ccc(C(=O)Nc2ccccc2OCC)nc1,-8.4,18.0,0.922,4.0,-3.9,7.8,0.9,-0.6,-13.8
COCCCN1CN=C(Nc2nc3ccccc3o2)NC1,-3.7,10.8,1.01,-3.2,2.3,-0.7,-1.1,0.4,4.9
COc1ccc2c(c1OC)C(=O)N1c3ccccc3COC21 (stereo not given),2.1,21.8,1.03,-1.2,-6.5,-2.6,-4.5,2.9,6.2
CC(Cl)C(=O)NN=C(c1ccccc1)c1ccccc1 (stereo not given),-3.7,11.5,1.05,-10.7,-24.9,-4.6,4.0,-2.4,-35.3
CCCC12CN3CC(C)(CN(C1)C3c1cccs1)C2=O (stereo not given),-4.4,17.0,0.955,-0.3,-6.2,4.5,-0.5,0.9,-13.3
O=C(Cc1ccccc1)Nc1ccc(N2CCOCC2)cc1,1.7,16.2,0.993,2.7,7.5,0.7,-2.1,1.1,1.0
CCOCCCNC(=O)/C(C#N)=C/c1cc(C)c(O)c(C)c1,17.2,27.6,0.877,-15.1,2.0,12.3,-2.1,-5.0,9.2
CC(OC(=O)Cn1[nH]c(=O)c2ccccc2c1=O)C(=O)Nc1ccc(Cl)cn1 (stereo not given),10.2,4.4,0.946,-2.4,-1.6,5.4,0.2,0.1,-7.1
O=C(Nn1c(-c2ccncc2)nc2ccccc2c1=O)c1ccc(Br)cc1,4.8,11.3,0.992,0.3,-31.7,0.8,-1.9,0.4,-22.6
Cc1ccc2c(=O)n3c(nc2c1)C(Cc1ccccc1)NC(=O)c1cc(Cl)ccc1-3 (stereo not given),-6.6,7.2,0.899,-9.7,7.2,10.1,-2.3,-4.5,9.0
COc1ccc(NC(=S)NNc2ccc(S(=O)(=O)Nc3ccccc3C(=O)O)cc2[N+](=O)[O-])cc1,21.6,21.2,0.781,-3.8,9.2,21.9,-4.6,-8.8,23.1
CC(C)Cc1nnc(NS(=O)(=O)c2ccc(Cl)cc2)s1,-2.4,-0.5,1.05,-5.9,2.3,-4.7,0.1,-4.8,17.5
COc1ccc(Nc2ncccc2C(=O)NCc2ccccc2)cc1,18.7,22.6,0.894,-4.4,15.0,10.6,-1.3,-0.7,34.7
COC(=O)CSc1nnc(CNC(=O)c2ccc(S(=O)(=O)N3CCCCC3)cc2)n1C,-9.6,8.7,1,-5.7,-7.9,0.0,2.3,-3.0,21.8
CCC(=O)N1CCc2cc(Br)cc(S(=O)(=O)N3CCC(C(=O)NCCCOC(C)C)CC3)c21,-1.8,5.8,1.14,-4.4,5.8,-14.3,-1.5,-2.2,16.1
COc1cccc2c1NC(C(=O)O)C1CC=CC21 (stereo not given),-6.8,-9.3,0.426,92.0,-12.7,57.4*,3.2,95.8,29.8
Cc1cccc2cc(CN(Cc3cccnc3)C(=S)NCCCN(C)C)c(=O)[nH]c12,0.4,12.5,0.904,-8.1,12.3,9.6,0.7,-3.8,-4.9
CCN(CC(=O)Nc1c(F)cccc1F)C(=O)CCOc1ccc(C)cc1,9.8,10.9,0.979,-7.1,19.2,2.1,-1.1,-2.5,5.2
O=S1(=O)CC(O)C(N2CCCCC2)C1 (stereo not given),-6.9,9.0,1.16,-7.1,-1.5,-16.3,-0.7,-4.9,23.8
COC(=O)c1cc(C(=O)OCC(=O)c2ccc3c(c2)NC(=O)CO3)cc([N+](=O)[O-])c1,-7.5,16.6,1.06,11.0,-6.2,-6.1,-2.7,5.0,-16.4
COCCCN1C(=O)C(=O)/C(=C(/O)c2ccccc2)C1c1ccc2c(c1)OCO2 (stereo not given),4.0,-22.5,1.08,-1.1,-7.2,-8.3,-1.6,3.6,14.7
COc1ccccc1C(c1nnnn1Cc1ccccc1)N1CCC(C(N)=O)CC1 (stereo not given),-1.9,5.1,1.15,-2.7,7.0,-15.2,0.6,-0.8,14.9
Cc1ccc(Nc2ccccc2N)cc1,9.6,21.7,0.917,10.1,24.6,8.3,-1.8,6.1,20.8
CN1/C(=c2/s/c(=C3/C(=O)N(c4ccccc4)NC3=Nc3ccccc3)n(C)c2=O)C(C)(C)c2ccccc21,35.0*,33.4,0.809,-9.6,16.5,19.1,-0.7,-5.1,25.4
Cc1c(C(=O)NCCC2=CCCCC2)oc2ccc(S(=O)(=O)N3CCOCC3)cc12,-5.0,57.6*,1,-0.2,22.7,-0.2,-5.0,0.6,9.1
Cc1cc(-c2ccc(/C=N/n3cnnc3)o2)c([N+](=O)[O-])cc1C,2.8,-3.8,0.871,-1.6,3.6,12.9,-3.0,-1.0,2.1
C=CCSC1=C(C#N)C(c2ccc(C(C)C)cc2)CC(=O)N1 (stereo not given),13.8,16.9,0.833,-9.7,9.4,16.7,-2.3,-2.3,21.8
Cc1noc(NS(=O)(=O)c2ccc(NC(=O)C34CCC(CC3)C4)cc2)c1C,1.1,-4.2,1,-4.9,-2.2,-0.5,-4.1,-5.8,-0.8
CCOC(=O)C1CCCN(C(=O)c2cc(Cl)ccc2NC(=O)C2=C(C)OCCS2)C1 (stereo not given),-19.1,10.6,0.982,4.6,2.6,1.8,-1.7,3.3,19.6

# Three entries already listed, sorted by length of the SMILES, falling:
SMILES,hIAP inh,NLRP3 yeast inh,mIAP act,APOBEC3G inh,TIM10 inh,mIAP inh,beta cell repl,APOBEC3A inh,tim10-1 inh
CCC(=O)N1CCc2cc(Br)cc(S(=O)(=O)N3CCC(C(=O)NCCCOC(C)C)CC3)c21,-1.8,5.8,1.14,-4.4,5.8,-14.3,-1.5,-2.2,16.1
C=CCSC1=C(C#N)C(c2ccc(C(C)C)cc2)CC(=O)N1 (stereo not given),13.8,16.9,0.833,-9.7,9.4,16.7,-2.3,-2.3,21.8
Cc1ccc(Nc2ccccc2N)cc1,9.6,21.7,0.917,10.1,24.6,8.3,-1.8,6.1,20.8

# Compound activity deposited in PubChem by Sanford-Burnham Center for Chemical Genomics.
